VHR inh abs = VHR1 phosphatase inhibitors, primary screen, biochemical, absorbance, uHTS; actives 0.52% (n = 290,000); recombinant VHR phosphatase, pNPP absorbance; inhibition, % at 13.3 µM; Dual specificity protein phosphatase 3 (Homo sapiens), P51452; in the data active = inhibition above about 50%; note: some compounds called inactive have numbers as strong as hits
Target sequence (P51452 whole entry, looked up): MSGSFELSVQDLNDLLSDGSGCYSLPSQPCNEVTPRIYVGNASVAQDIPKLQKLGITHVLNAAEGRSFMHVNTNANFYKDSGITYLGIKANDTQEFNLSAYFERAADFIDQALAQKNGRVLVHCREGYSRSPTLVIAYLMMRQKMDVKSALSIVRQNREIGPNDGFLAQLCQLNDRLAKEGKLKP
Rv3671c inh = Rv3671c serine protease inhibitors, primary screen, biochemical, fluorescence polarization, M. tuberculosis H37Rv; P9WHR9; inhibition, % at 5.96 µM; actives 0.048% (n = 320,000); AID 2606, 2010; in the data active = inhibition above about 38%;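 note: extracellular domain of Rv3671c used as enzyme; 0% = enzyme with DMSO and 100% = no enzyme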
Target sequence (P9WHR9 whole entry, looked up, the tested form may be a part): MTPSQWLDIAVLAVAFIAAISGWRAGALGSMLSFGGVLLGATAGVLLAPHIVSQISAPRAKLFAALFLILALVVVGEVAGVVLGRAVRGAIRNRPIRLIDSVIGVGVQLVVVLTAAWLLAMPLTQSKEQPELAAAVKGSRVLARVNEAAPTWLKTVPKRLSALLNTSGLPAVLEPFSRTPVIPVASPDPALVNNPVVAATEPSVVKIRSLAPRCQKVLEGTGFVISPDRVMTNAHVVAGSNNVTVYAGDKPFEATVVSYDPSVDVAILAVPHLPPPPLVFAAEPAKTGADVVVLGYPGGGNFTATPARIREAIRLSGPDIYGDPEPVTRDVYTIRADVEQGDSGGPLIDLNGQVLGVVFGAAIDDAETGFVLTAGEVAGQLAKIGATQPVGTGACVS
SARS 3CLpro inh = SARS-CoV 3CLpro protease inhibitors, primary screen, biochemical, quenched FRET. Replicase polyprotein 1ab (Severe acute respiratory syndrome coronavirus), P0C6X7. actives 0.14% (n = 290,000). recombinant SARS-CoV 3CLpro, quenched FRET peptide cleavage. inhibition, % at 6 µM; in the data active = inhibition above about 12%
* hit, by the source's call. Only part of the results is shown. The share of hits here may be higher or lower than overall.

compound | Rv3671c inh | SARS 3CLpro inh | VHR inh abs
CCOc1ccc(-c2ccc(SCC(=O)N3CCN(c4ccccc4)CC3)nn2)cc1 | -8.4 | 2.5 | -4.5
Cc1ccc(C2/C(=C(/O)c3cnn(-c4ccccc4)c3C)C(=O)C(=O)N2CCCN2CCOCC2)o1 (centres undefined) | -1.3 | 0.6 | 3.7
COc1ccc2c(Cl)c(C(=O)NCC3CCCO3)sc2c1Cl (centres undefined) | -3.3 | -0.8 | -8.5
O=[N+]([O-])c1ccc(-n2cccc2/C=N/Nc2nc(N3CCCCC3)nc(N3CCCCC3)n2)cc1 | 8.4 | 0.1 | 21.7
CCOCCCn1c(=NC(=O)c2ccc(OC)c(OC)c2)c(C#N)cc2c(=O)n3cccc(C)c3nc21 | 9.1 | -2.2 | 21.3
COc1ccc(-c2csc(NC(=O)COC(=O)c3ccc(Br)o3)n2)cc1 | 0.3 | 6.8 | -0.8
COC(=O)N[C@H](CC(C)=O)c1ccccc1 | 3.4 | 1.4 | -3.6
COc1ccc(C2C=C(c3ccc(Br)cc3)Nc3nc(NS(C)(=O)=O)nn32)cc1 (centres undefined) | -1.9 | 6.5 | 20.3
Cc1ccc2oc(=O)c3cc(C(=O)Nc4cc(-c5cccc(F)c5)no4)sc3c2c1 | 9.9 | 5.3 | -14.8
O=C(Nc1nc2ccccc2c2nc3ccccc3n12)c1ccc(F)cc1 | -0.3 | -3.6 | 4.2
Cc1cc(NC(=O)CN2CCCCC2C)nc2c1c(=O)oc1ccccc12 (centres undefined) | 4.7 | 3.6 | 7.4
Cc1noc(/C=C/N(C)C)c1S(=O)(=O)N1CCCC(C(=O)NCc2ccc(F)cc2)C1 (centres undefined) | -20.2 | 0.0 | 39.8
Cc1sc2c(c1C)CN(C1CC(C)(C)NC(C)(C)C1)CN2C(=O)c1ccco1 | 3.3 | -0.7 | -0.5
O=C1C=C(NCCN2CCOCC2)C(=O)c2cnccc21 | -100.8 | 1.2 | -22.3
O=C1c2cccc3cccc(c23)C(=O)N1CCN1CCN(C(=S)Nc2ccc(F)cc2)CC1 | -4.4 | -1.6 | 8.8
CN(C)CCN1C(=O)C(O)=C(C(=O)c2cc3ccccc3o2)C1c1ccccn1 (centres undefined) | 4.0 | 1.5 | -0.2
CCC(=O)c1c(OCc2ccccc2)ccc2c(C)cc(=O)oc12 | -2.6 | 4.8 | 38.5
O=C(Nc1nnc(-c2cccnc2)o1)c1cccc([N+](=O)[O-])c1 | 3.4 | 3.7 | 25.6
CCC1(C)OCC(Cn2c3ccccc3c3ccccc32)O1 (centres undefined) | 1.5 | -1.4 | 3.3
COC(=O)C/C=C/[C@@H](C)[C@@H](/C=N/O[C@@H](C)c1cn([C@H](CO)Cc2ccccc2)nn1)NS(=O)(=O)c1ccc(C)cc1 | 2.1 | -0.4 | -6.8
Cc1cc(C)nc(/N=C2\NC(=O)CC(C(=O)O)N2c2cccc(Cl)c2)n1 (centres undefined) | 6.8 | 1.4 | 22.2
CC(C)N(C(=O)Cn1cnc2cc([N+](=O)[O-])ccc2c1=O)C(C)C | 5.2 | 1.9 | -2.2
O=C1c2ccccc2CN1CCSC(=S)N1CCSCC1 | -9.5 | 1.2 | 9.8
Cc1cc(C)c(NC(=O)CN2CCC(NC(=O)NC3CCCCC3)CC2)c(C)c1 | 5.3 | -3.3 | -9.9
O=c1[nH]c(=S)[nH]c2[nH]c(=S)[nH]c12 | 1.2 | 6.4 | 15.1

In the list so far, two have two or more sulfur atoms.
compound | Rv3671c inh | SARS 3CLpro inh | VHR inh abs
O=C1c2ccccc2CN1CCSC(=S)N1CCSCC1 | -9.5 | 1.2 | 9.8
O=c1[nH]c(=S)[nH]c2[nH]c(=S)[nH]c12 | 1.2 | 6.4 | 15.1

(further entries)
compound | Rv3671c inh | SARS 3CLpro inh | VHR inh abs
Cc1sc(/N=C/c2ccccc2O)c(C#N)c1C | -0.4 | 1.7 | -8.0
N#Cc1ccc(Cl)cc1NC(=O)CSc1nc2nc(-c3cccs3)cc(C(F)(F)F)c2c(=O)[nH]1 | -5.0 | -2.6 | 17.6
CCOC(=O)CCCCC(=O)c1[nH]c(=O)[nH]c1C[n+]1ccccc1 | -12.4 | -6.3 | 11.1
COc1ccc(S(=O)(=O)Nc2nc3ccccc3nc2Nc2ccc3c(c2)OCO3)cc1 | 6.8 | 1.4 | 2.6
COc1ccccc1NS(=O)(=O)c1cc(NC(=O)C2CC2)ccc1N1CCOCC1 | -5.4 | -2.0 | 13.9
C#CCOCCOCCOCCNc1nc(N2CCN(C(=O)[C@H](Cc3cc4ccccc4[nH]3)n3cc([C@@H](N)C(C)CC)nn3)CC2)nc(N2CCN(C(=O)[C@H](CCCCN)n3cc([C@@H](N)CO)nn3)CC2)n1 (some centres undefined) | 5.6 | -0.3 | 39.2
Nc1nonc1C(=O)N/N=C/c1ccc(-c2cccc(C(=O)O)c2)o1 | -6.7 | 1.1 | 2.8
CNC(=O)COC(=O)c1ccc2c(c1)NC(=O)C1CCCN21 (centres undefined) | -18.3 | -2.6 | 8.0
Cc1ccc(Nc2nc(-c3sc(NC(=O)c4cccc(Cl)c4)nc3C)cs2)cc1 | 2.1 | 1.9 | 12.3
Oc1ccc(O)c2c1C1c3ccccc3C2c2ccccc21 | 8.3 | 0.8 | 16.5
CCCc1[nH]n(-c2ccc([N+](=O)[O-])cc2)c(=O)c1C=NCCN1CCNCC1 | 4.6 | 5.2 | 7.3
Cc1cc(C)cc(NC(=O)COc2ccc3c(C)c(Cc4ccccc4)c(=O)oc3c2)c1 | -12.1 | 4.4 | -3.9
COc1ccc(-c2noc(-c3cc4ccccc4oc3=O)n2)cc1 | 8.4 | 2.6 | 14.4
O=S(=O)(Nc1ncccn1)c1ccc(NC(=S)Nc2cccc(Cl)c2)cc1 | -6.3 | 3.1 | -0.9
CC(C)(C)N1CCC1C(N)=O (centres undefined) | -4.7 | -0.2 | -10.3
S=c1[nH]nc(-c2ccco2)n1/N=C/c1ccccn1 | 13.6 | -2.5 | 6.4
O=P(O)(CN1CCCCCC1)C1Cc2ccccc2C1 | -6.3 | 4.0 | 22.4
Brc1ccc(Nc2nc3ccccc3n3nnnc23)cc1 | -1.6 | -3.5 | 22.8
Cc1cc(NC(=O)CSc2nc3cc(Cl)ccc3c(=O)n2CC(C)C)no1 | 6.8 | 6.7 | 10.3
COc1ccc(CCNc2cc(N3CCN(C(=O)c4ccc(C)cc4)CC3)ccc2[N+](=O)[O-])cc1OC | 42.6* | -6.7 | -4.7
Cc1cccc(Nc2nc(N)nc(CC(=O)CSc3ccc(Cl)cc3)n2)c1 | -12.1 | 3.0 | -17.0
OCc1ccccc1N=c1ssnc1Cl | -1.1 | 7.9 | 8.5
O=C1NC(=O)N(c2ccccc2)C(=O)/C1=C\c1ccc2c3c(cccc13)CC2 | -16.2 | 0.6 | 14.7
Brc1ccccc1-c1nc(-c2ccccc2)no1 | -5.8 | -4.6 | -8.7
COCCNC(=O)CNC(c1ccccc1)c1ccccc1 | 11.7 | 1.3 | 20.6
Cc1ccc(C)n1-c1cccc(N)c1 | 2.8 | -0.6 | 31.9
O=C(Oc1ccc2c3c(c(=O)oc2c1)CCC3)c1ccccc1[N+](=O)[O-] | 1.8 | 0.3 | 31.5
COc1ccccc1N1CCN(C(=O)c2ccc3c(c2)NC(=O)C(CSCc2ccccc2C)N3)CC1 (centres undefined) | -6.0 | -2.9 | -19.8
Cc1ccc(N2C(=O)/C(=C/c3ccc(CN(CCC#N)S(C)(=O)=O)o3)C(=O)NC2=S)cc1C | -7.8 | -0.1 | 20.8
CN(C)CCCN=Cc1c(O)n(Cc2ccc3c(c2)OCO3)c(=O)c2ccccc12 | 6.3 | 1.5 | 20.4
COc1ccc(-c2csc(/C(C#N)=C\c3cccc([N+](=O)[O-])c3)n2)cc1 | 2.8 | 2.6 | -13.0
C/C(=N\NC(=O)C1CC1)c1cccc(NC(=O)c2cccc(Cl)c2)c1 | -6.4 | -0.8 | 9.3
Cn1c(=O)c(C(=O)COC(=O)c2cc(-c3ccco3)nc3ccccc23)c(N)n(CC2CC2)c1=O | -57.4 | 3.2 | 11.4
CCOC(=O)c1c(/N=C/c2ccc(O)cc2O)sc2c1CCC2 | 9.3 | 1.8 | 9.6
COc1ccc(NC(=O)c2ccc(Cl)c(NC(=O)c3ccncc3)c2)cc1 | 9.9 | -2.4 | 29.6
COC(=O)CSc1ncnc2c1sc1nc(-c3ccco3)c3c(c12)CC(C)(C)OC3 | -7.0 | -1.4 | -8.7
COC(=O)c1nc(NC(C)=O)n[nH]1 | 5.8 | 2.2 | 22.2
CCOc1cc(NC(=O)c2cnccn2)c(OCC)cc1NC(=O)c1cccc(F)c1 | 6.8 | 1.4 | 39.3
CC(c1ccccc1)C(Cc1nc2ccccc2[nH]1)c1nc2ccccc2[nH]1 (centres undefined) | -8.4 | -1.6 | 19.0
COc1ccc(-n2c(SCC(=O)N3CCCC3)nc3ccccc3c2=O)cc1 | -5.9 | -1.3 | 34.9
O=C(N/C(=C/c1cn(-c2ccccc2)nc1-c1ccccc1)C(=O)N1CCOCC1)c1ccccc1 | 6.4 | -3.2 | 41.8
O=C(COC(=O)c1ccncc1)Nc1cc(Cl)c(Cl)cc1Cl | -7.6 | 3.6 | -3.2
O=c1c2c3c(sc2nc2sc(CN4CCCCC4)cn12)CCCC3 | 4.4 | 0.4 | 19.9
COC(=O)Cn1c(=NC(=O)c2ccc([N+](=O)[O-])s2)sc2cc(Br)ccc21 | -6.7 | 4.1 | -3.6
COCCN1C(=S)N[C@@H](c2cccc(F)c2)C(C(=O)OC)=C1C | 7.2 | -3.5 | 24.4
O=Cc1ccc(OC(=O)Cc2ccc(F)cc2)cc1 | -8.1 | -0.5 | -3.8
COc1ccc2c(c1)O[C@H](c1ccc3c(c1)OCO3)[C@@H](OC(=O)Nc1cc(OC)c(OC)c(OC)c1)C2=O | -7.3 | 4.9 | -3.6
Nc1c(C(=O)Nn2cnnc2)cc([N+](=O)[O-])cc1[N+](=O)[O-] | 26.7 | 3.3 | 40.4
Cc1cccc(NC(=O)CSc2nc3[nH]ncc3c(=O)n2-c2ccccc2)c1 | -5.0 | 1.5 | 39.0
Cc1cccc(CCNC(=O)c2cc(=O)[nH]c3ccc(Br)cc23)c1 | 7.5 | 2.5 | 9.0

Following part:
compound | Rv3671c inh | SARS 3CLpro inh | VHR inh abs
COc1ccc(C2CC(C(F)(F)F)n3nc(C(=O)Nc4c(C)n(C)n(-c5ccccc5)c4=O)c(Cl)c3N2)cc1 (centres undefined) | -4.8 | -2.5 | -8.5
CCn1c(SCC(=O)N=Nc2c(O)[nH]c3ccccc23)nnc1-c1ccc(C(C)(C)C)cc1 | -5.5 | 2.3 | 8.5
Cc1nnc(C)c2c(C)n(-c3cccc4cccnc34)c(C)c12 | 0.1 | 1.3 | 8.5
CC(=O)NC(=S)c1c(N)n(Cc2ccccc2)c(=O)n(C)c1=O | 0.3 | -3.3 | -1.0
CC(C)CCNC(=O)c1ccc(-c2ccccc2)cc1 | 0.8 | -2.0 | 33.4
COc1ccc(Nc2nc(CN3CCOCC3)nc3sc4c(c23)CCC(C)C4)cc1OC (centres undefined) | -4.4 | 4.6 | 3.5
O=C(Nc1nnc(SCc2c(Cl)cccc2Cl)s1)c1ccc2ncsc2c1 | -2.4 | -1.0 | 80.2
COc1ccc(/C=C2\SC(=S)N(NC(=O)c3ccncc3)C2=O)cc1OC | -7.5 | 7.8 | 16.6
Cc1ccc(CN2CCc3c(OCC(=O)Nc4cccc(C)c4C)cccc3C2=O)cc1 | -6.9 | 0.8 | 2.6
COC(=O)c1ccccc1NC(=O)CN1C(=O)C2CCCN2c2ncc(Cl)cc21 (centres undefined) | -23.8 | 0.9 | 3.6
COc1cccc(-c2cc(C(F)(F)F)c3c(N)c(C#N)sc3n2)c1 | -8.5 | -0.7 | 40.7
COc1ccc(CCNC(=O)C2CCCCC2C(=O)O)cc1OC (centres undefined) | 0.4 | 4.4 | 30.5
CC(CCc1ccccc1)NC(=O)/C=C/c1ccc(F)cc1 (centres undefined) | 8.3 | 6.8 | -9.8
CCOc1cccc2cc(-c3csc(NC(=O)CCC(=O)NCCCN4CCC(C)CC4)n3)c(=O)oc12 | -8.2 | 4.1 | 18.4
COc1cccc(-c2nc(Oc3cc(C)cc(C)c3)c3ccccc3n2)c1O | -5.2 | 0.8 | 19.2
CC1(C)CC(=O)C2=C(C1)Nc1ccccc1N=C2 | -15.4 | 0.2 | -13.6
COc1ccc(OC)c(NS(=O)(=O)Cc2ccccc2)c1 | 1.7 | 6.6 | 15.3
C#CCOCCOCCOCCNc1nc(N2CCN(C(=O)[C@H]([C@@H](C)CC)n3cc([C@@H](N)Cc4ccc(O)cc4)nn3)CC2)nc(N2CCN(C(=O)[C@H](Cc3cc4ccccc4[nH]3)n3cc([C@@H](N)C(C)CC)nn3)CC2)n1 (some centres undefined) | 4.6 | -1.4 | 30.1
CCC(Sc1nc2ccccc2c2nc3ccccc3n12)C(=O)NCc1ccco1 (centres undefined) | -2.9 | -0.1 | 11.6
FC(F)(F)c1cccc(NC(=S)NNC(=S)Nc2ccc(Cl)cc2)c1 | -27.1 | 1.4 | 0.4
CCCCn1c(=O)c(C(=O)N/N=C/c2ccc(F)cc2)c(O)c2ccccc21 | 11.7 | 2.1 | -31.2

Single records, as listed above.
COc1ccc(CCNC(=O)C2CCCCC2C(=O)O)cc1OC (centres undefined) as listed: Rv3671c inh = 0.4; SARS 3CLpro inh = 4.4; VHR inh abs = 30.5
COC(=O)c1ccccc1NC(=O)CN1C(=O)C2CCCN2c2ncc(Cl)cc21 (centres undefined) as listed: Rv3671c inh = -23.8; SARS 3CLpro inh = 0.9; VHR inh abs = 3.6

Compound activity deposited in PubChem by several laboratories.
